Screening data (PubChem)
APP 5UTR inh: inhibitors of APP translation via 5'UTR reporter, primary screen, APP 5'UTR luciferase, SH-SY5Y cells. AID 1285, 2008. hit rate 0.82% among 190,000. SH-SY5Y APP 5'UTR-luciferase reporter, luminescence. inhibition, % at 2 µM;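 active = inhibition above a set limit, derived from the sample mean plus 3 SD, cut at about 45% in these data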; note: values of inactives mirror those of a sister screen read the other way
NF-kB neuron act: activators of NF-kB expression in neurons, primary screen, cell-based, HTS | human neuronal cells, NF-kB reporter expression; hits give high values | fold change at 12.5 µM | hit rate 1.6% among 190,000 | AID 1239, 2008; in the data active = fold change above about 3.3
STAT1 inh: STAT1 signaling inhibitors, primary screen, cell-based, HTS, luciferase reporter; NIH 3T3 STAT1-luciferase reporter, IFN-gamma, luminescence; inhibition, % at 5.5 µM; hit rate 0.35% among 200,000;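 active = inhibition above a set limit, the mean inhibition across all tested compounds plus 3 SD, cut at about 34% in these data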;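 note: 0% = IFN-gamma with DMSO and 100% = IFN-gamma with 300 µM nifuroxazide; values of inactives mirror those of a sister screen read the other way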
STAT1 act: STAT1 signaling activators, primary screen, cell-based, HTS, luciferase reporter | NIH 3T3 STAT1-luciferase reporter, IFN-gamma, luminescence; 100% = IFN-gamma alone, no compound | activation (% of control), % at 5.5 µM | hit rate 2.6% among 200,000 | AID 932, 2007;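 active = activation above the screen-wide mean activation plus 3 SD, cut at about 130% in these data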;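 note: raw ratio to IFN-gamma control signal so 100% means no change and 0% no light; values of inactives mirror those of a sister screen read the other way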
Hsp70 activator: Hsp70 transcriptional activators, primary screen, cell-based, HeLa, Hsp70 promoter luciferase, luminescence, 10 µM | HeLa Hsp70 promoter luciferase reporter; scaled: vehicle 0, proteasome-inhibitor control 100% | activation, % at 10 µM | hit rate 0.04% among 200,000;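 active = activation above the mean across all tested compounds plus 3 SD, cutoff set per campaign, cut at about 5.5% in these data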;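 note: 100% = MG132 at 30 µM as the positive control and 0% = DMSO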
RAM inhibit: inhibitors of the yeast RAM network, primary screen, dse1pr::URA3 reporter, 5-FOA selection. AID 868, 2007. S. cerevisiae dse1pr::URA3 reporter, 5-FOA growth OD615, 2 d; analog-sensitive cbk1-as2 kinase mutant strain. inhibition, % at 50 µM. hit rate 1.8% among 190,000;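 active = inhibition above a set limit, 3 SD over mean compound inhibition, cut at about 8.4% in these data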;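 note: 0% = DMSO-only wells with no growth and 100% = 10 µM 1-NA-PP1 full growth; inhibition rescues growth on 5-FOA so higher OD means more RAM inhibition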
APP 5'UTR act: activators of APP 5'UTR luciferase reporter, primary screen, SH-SY5Y cells. SH-SY5Y APP 5'UTR luciferase reporter, luminescence; zero percent = DMSO vehicle wells. activation, % at 2 µM. hit rate 1% among 190,000. AID 1276, 2008;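 active = activation above a set limit, based on mean plus 3 SD of controls, cut at about 140% in these data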; note: values of inactives mirror those of a sister screen read the other way
STAT3 blocker: IL-6 driven STAT3 reporter inhibitors, primary screen, U3A cells, luciferase, luminescence, MLSCN library; IL-6 STAT3-luciferase reporter; host cell line lacks STAT1; inhibition, % at 5.5 µM; hit rate 0.89% among 190,000; AID 862, 2007;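 active = inhibition above the mean inhibition across all screened compounds plus 3 SD, cut at about 44% in these data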;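 note: 0% = DMSO only wells and 100% = 100 µM nifuroxazide control wells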
FLuc inh counter: firefly luciferase enzyme inhibitors, primary screen, artefact control for luciferase-based inhibitor screens, biochemical, luminescence, ATPLite; 10 min; inhibition, % at 10 µM; hit rate 1.5% among 200,000;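 active = inhibition above about 50% when tested at 10 µM, limit read from the data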
Target sequence (P08659 whole entry, looked up): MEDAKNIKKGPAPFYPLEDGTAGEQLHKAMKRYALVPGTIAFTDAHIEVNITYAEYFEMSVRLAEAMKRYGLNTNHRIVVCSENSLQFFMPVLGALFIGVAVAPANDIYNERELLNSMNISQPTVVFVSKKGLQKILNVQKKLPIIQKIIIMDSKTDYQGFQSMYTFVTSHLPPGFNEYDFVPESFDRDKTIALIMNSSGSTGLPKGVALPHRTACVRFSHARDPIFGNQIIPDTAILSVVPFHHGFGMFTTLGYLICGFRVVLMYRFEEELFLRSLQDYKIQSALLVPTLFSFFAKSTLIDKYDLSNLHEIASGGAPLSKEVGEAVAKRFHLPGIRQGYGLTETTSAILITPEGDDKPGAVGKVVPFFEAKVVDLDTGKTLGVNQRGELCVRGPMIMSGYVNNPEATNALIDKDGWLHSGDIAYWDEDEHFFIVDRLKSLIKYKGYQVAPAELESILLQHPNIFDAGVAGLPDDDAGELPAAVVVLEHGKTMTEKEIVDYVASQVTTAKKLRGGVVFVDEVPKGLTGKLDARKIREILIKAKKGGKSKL
STAT3 act: IL-6 driven STAT3 reporter potentiators, primary screen, U3A cells, luciferase, luminescence, MLSCN library; IL-6 STAT3-luciferase reporter; 100% = signal with IL-6 EC80 alone; activation (% of control), % at 5.6 µM; hit rate 0.91% among 190,000; AID 871, 2007;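 active = activation above the screen-wide mean of compound activation plus 3 SD, cut at about 130% in these data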;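 note: 0% = background luminescence of wells with medium and substrate only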
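Test system: human U3A cells carrying STAT3-luciferase construct; control set: IL-6-only wells as 100% reference; timing: compound pre-incubation 1 h before IL-6, then 6 h stimulation at 37 °C; also added: IL-6 stimulus at 33 ng/mL final; evaluation: % activation versus median of IL-6-stimulated wells; detection: reporter luminescence signal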
The depositor's hits bear a star; . = not tested or not shown. Compounds were not picked by outcome; 7.7% or so of the library scored in one or more.

SMILES	APP 5UTR inh	NF-kB neuron act	STAT1 inh	STAT1 act	Hsp70 activator	RAM inhibit	APP 5'UTR act	STAT3 blocker	FLuc inh counter	STAT3 act
Cc1cc(NC(=O)c2cc(-c3ccncc3)nc3c(C)cccc23)no1	84*	1	-4	108	0.3	5.1	-84	7	-4	96
CS(=O)(=O)N1CCC(C(=O)NCc2ccc(F)cc2)CC1	-3	1.1	4	93	-0.4	3.5	3	2	-9	102
CCCCCC(=O)Nc1ccccc1N1CCOCC1	-3	0.99	2	98	-0.3	0.7	3	19	-4	87
COc1ccc(CC(=O)NCc2nc(-c3ccccc3)no2)cc1	22	1	-2	102	-0.2	3.4	-22	-14	-6	111
Cc1cccc(OCC(=O)Nc2cccc3nsnc23)c1	-18	1.4	0	100	0.3	6.0	18	17	-4	90
COc1ccc(Oc2c(Cl)cnn(-c3ccccc3)c2=O)cc1	-4	1.3	5	95	0.0	1.9	4	8	-6	97
Cn1nc(C(=O)OCC(=O)c2ccc[nH]2)c2ccccc2c1=O	-7	1.4	-1	101	-0.6	3.1	7	9	-7	93
COc1cc(OC)cc(C(=O)Nc2cc(NC(=O)c3ccco3)ccc2OC)c1	0	0.9	-6	105	-0.2	-0.2	0	3	0	102
C#CCNC(=O)C1=C[C@H](c2cn(C(C)=O)c3ccccc23)C[C@H](OCc2ccc(CO)cc2)O1	4	0.59	15	87	-0.2	3.0	-4	.	-5	.
O=C(/C=C1\SC(=O)N(CC(=O)Nc2ccc(Cl)cc2)C1=O)Nc1ccc(F)cc1	-11	0.88	7	94	-0.1	4.7	11	2	0	96
O=C(NNC(=O)C1CC2CCC1C2)c1sc2ccccc2c1Cl (stereo unspecified)	-43	0.73	-33	130*	0.1	-0.5	43	26	8	80
CCC(CO)NCc1ccc2c(c1)n(C)c(=O)n2C (stereo unspecified)	-4	1	-2	103	-0.1	0.7	4	-9	-7	111
COc1ccc(CCNC(=O)CSc2nc(-c3ccc(OC)c(OC)c3)ccc2C#N)cc1	-1	0.85	-4	104	-0.4	2.2	1	-4	-3	109
Cc1oc(-c2cccs2)nc1CS(=O)CC(=O)NCCCOC(C)C (stereo unspecified)	3	1.1	4	96	-0.2	1.7	-3	14	-6	91
Cc1cc(NC(=O)CN2CCOCC2)n(-c2nc3ccccc3s2)n1	2	0.59	1	99	-0.1	3.9	-2	-77	-5	165*
Cc1oc(-c2ccccc2)cc1C(=O)Nc1ccccc1	7	1.4	0	100	0.2	3.5	-7	5	-2	93
COc1ccc(NC(=O)c2sccc2-n2cccc2)cc1	-21	1.1	0	100	-0.3	1.1	21	26	4	80
COC(=O)C(C(=O)OC)C(C(=O)OC)C(C(=O)OC)C(=O)OC	-31	1.7	-6	106	0.0	0.7	31	-4	-3	105
CCc1cccc(NC(=O)Cn2c3[n+](c4ccc(C(F)(F)F)cc42)CCCCC3)c1	-23	1	13	88	-0.3	0.3	23	18	-1	88
O=C(Nc1ccc(F)cc1)c1ccccc1	-45	1.7	-23	121	0.0	-0.8	45	1	14	100
Cc1ccc(-c2ccc(CO)o2)cc1N	-43	1.1	-2	101	0.4	1.3	43	15	4	89
Clc1ccc(-c2nc3n(n2)Cc2ccccc2-3)cc1	-139	6.1*	-42	150*	0.0	0.7	139*	8	58*	96
COC(=O)CN1C(=O)C(O)(CC(=O)c2cccc(Br)c2)c2ccccc21 (stereo unspecified)	-6	0.86	-1	101	-0.2	1.4	6	-6	0	112
Cc1sc2nc(CSCC(=O)Nc3ccccc3C#N)[nH]c(=O)c2c1C	-4	1.1	13	88	-0.2	-0.1	4	-22	-5	114
COc1ccc2cc(CN(CC3COCCO3)S(=O)(=O)c3ccccc3)c(=O)[nH]c2c1 (stereo unspecified)	-20	1.4	12	89	0.0	3.8	20	15	-9	89
O=C(C1=C[C@@H](c2ccc3c(c2)OCO3)C[C@@H](OCc2ccc(CO)cc2)O1)N1CCOCC1	-14	1.2	7	95	0.1	11*	14	.	-11	.
CC(C)CCNC(=O)NC(=O)COC(=O)C1=COCCO1	-16	1.2	-11	110	-0.2	0.8	15	0	-7	105
CC(C)OC(=O)c1c(NC(=O)CCC(=O)O)sc2c1CCCCC2	-6	1.2	7	94	-0.2	8.5*	6	26	-5	81
c1ccc(Oc2nc(NCc3ccco3)nc(NCc3ccco3)n2)cc1	1	1	5	96	-0.6	3.8	-1	6	0	98
CCOC(=O)CCc1c(C)c2ccc(O)cc2oc1=O	-34	1	5	95	-0.1	0.1	34	31	-8	78
N#C/C(=C\c1ccc(/C=C(/C#N)c2nn(CCO)c(N)c2C#N)cc1)c1nn(CCO)c(N)c1C#N	-10	1	9	92	-0.1	3.2	10	14	-9	88
CC(NC(=O)Cc1cccs1)C(c1cccs1)N1CCN(c2ccccc2F)CC1 (stereo unspecified)	2	0.85	2	98	-0.4	0.2	-2	-3	-4	106
COc1ccc(-c2cc(C(F)(F)F)nc(SCC(=O)Nc3cc(C)on3)n2)cc1	11	0.93	0	102	-0.1	4.4	-11	13	-7	90
O=C(Cn1nc(-c2ccccc2)ccc1=O)NCCN1CCN(c2cccc(Cl)c2)CC1	14	0.73	1	99	-0.3	1.0	-14	14	-2	94
CN(C)c1nc2n(c(=O)n1)CCO2	-2	1	-4	104	-0.1	-0.8	2	-7	-8	110
CCn1cc(CN2CCc3c([nH]c4ccccc34)C2c2ccc(F)c(OC)c2)c(C)n1 (stereo unspecified)	-25	1	-1	100	-0.4	-0.5	25	-7	-3	111
COc1ccc(NC(=S)N2CCCC2c2ccc(OC)c(OC)c2)cc1 (stereo unspecified)	-17	0.94	7	93	0.0	9.9*	17	12	-5	95
Cc1cc(N2CCN(S(=O)(=O)c3ccc(C)c(C)c3)CC2)c2ccccc2n1	15	0.59	0	100	-0.4	1.1	-15	4	-9	103
CCCC12CN3CCN(CC(C3)/C1=N\NC(=O)Nc1ccccc1)C2	2	1	0	100	-0.4	-0.6	-2	2	-9	98
O=C(Nc1nnc(Cc2ccccc2)s1)c1cnccn1	3	1.3	-7	105	-0.2	1.8	-3	4	11	102
c1ccc(-c2nnc(SCc3nnc(-c4cccs4)o3)o2)cc1	3	1.4	-6	106	-0.1	0.1	-3	-6	-6	102
CCSc1nnc(CNC(=O)c2ccccc2F)n1-c1ccccc1OC	-5	1.2	0	100	0.0	-1.9	5	2	1	101
CCOC(=O)c1[nH]c(C)c(C(=O)Nc2ccc(C)c(F)c2)c1C	-18	1.2	2	99	-0.3	3.9	18	4	1	100
Cc1csc(NC(=O)C2=NN(c3ccccc3)C(=O)CC2)n1	-5	1.2	-2	101	-0.1	1.6	5	3	6	101
Cc1cc(C)c2c(N)c(C(=O)N3CCCCCC3)sc2n1	0	0.87	-9	108	-0.4	0.5	0	12	1	90
C/C(=N\NS(=O)(=O)c1ccc(C)c([N+](=O)[O-])c1)c1cc2ccccc2o1	.	1	-3	103	-0.4	2.6	.	-13	-4	109

Nothing new here: entries from further up.
SMILES	APP 5UTR inh	NF-kB neuron act	STAT1 inh	STAT1 act	Hsp70 activator	RAM inhibit	APP 5'UTR act	STAT3 blocker	FLuc inh counter	STAT3 act
CC(C)CCNC(=O)NC(=O)COC(=O)C1=COCCO1	-16	1.2	-11	110	-0.2	0.8	15	0	-7	105
CC(C)OC(=O)c1c(NC(=O)CCC(=O)O)sc2c1CCCCC2	-6	1.2	7	94	-0.2	8.5*	6	26	-5	81
c1ccc(Oc2nc(NCc3ccco3)nc(NCc3ccco3)n2)cc1	1	1	5	96	-0.6	3.8	-1	6	0	98
CCOC(=O)CCc1c(C)c2ccc(O)cc2oc1=O	-34	1	5	95	-0.1	0.1	34	31	-8	78
N#C/C(=C\c1ccc(/C=C(/C#N)c2nn(CCO)c(N)c2C#N)cc1)c1nn(CCO)c(N)c1C#N	-10	1	9	92	-0.1	3.2	10	14	-9	88
CC(NC(=O)Cc1cccs1)C(c1cccs1)N1CCN(c2ccccc2F)CC1 (stereo unspecified)	2	0.85	2	98	-0.4	0.2	-2	-3	-4	106
COc1ccc(-c2cc(C(F)(F)F)nc(SCC(=O)Nc3cc(C)on3)n2)cc1	11	0.93	0	102	-0.1	4.4	-11	13	-7	90
O=C(Cn1nc(-c2ccccc2)ccc1=O)NCCN1CCN(c2cccc(Cl)c2)CC1	14	0.73	1	99	-0.3	1.0	-14	14	-2	94
CN(C)c1nc2n(c(=O)n1)CCO2	-2	1	-4	104	-0.1	-0.8	2	-7	-8	110
CCn1cc(CN2CCc3c([nH]c4ccccc34)C2c2ccc(F)c(OC)c2)c(C)n1 (stereo unspecified)	-25	1	-1	100	-0.4	-0.5	25	-7	-3	111
COc1ccc(NC(=S)N2CCCC2c2ccc(OC)c(OC)c2)cc1 (stereo unspecified)	-17	0.94	7	93	0.0	9.9*	17	12	-5	95
Cc1cc(N2CCN(S(=O)(=O)c3ccc(C)c(C)c3)CC2)c2ccccc2n1	15	0.59	0	100	-0.4	1.1	-15	4	-9	103
CCCC12CN3CCN(CC(C3)/C1=N\NC(=O)Nc1ccccc1)C2	2	1	0	100	-0.4	-0.6	-2	2	-9	98
O=C(Nc1nnc(Cc2ccccc2)s1)c1cnccn1	3	1.3	-7	105	-0.2	1.8	-3	4	11	102
c1ccc(-c2nnc(SCc3nnc(-c4cccs4)o3)o2)cc1	3	1.4	-6	106	-0.1	0.1	-3	-6	-6	102
CCSc1nnc(CNC(=O)c2ccccc2F)n1-c1ccccc1OC	-5	1.2	0	100	0.0	-1.9	5	2	1	101
CCOC(=O)c1[nH]c(C)c(C(=O)Nc2ccc(C)c(F)c2)c1C	-18	1.2	2	99	-0.3	3.9	18	4	1	100
